# Source: PubChem (National Center for Advancing Translational Sciences (NCATS))
# Pin1 inhibitor: inhibitors of human Pin1. Potency, µM (doses to about 115 µM), for the others: at the top dose activity, negative = inhibition, actives largely listed as inhibitors. Q13526. 0.009% of 390,000 active. AID 504891. Pin1 FP peptide displacement, HiFluor488, 10 min; active = well fitted inhibition curve with a large enough effect in the polarisation, with a control signal flat, not every such curve was filed as active; inconclusive = small, poorly fitted or top-dose-only effect, or effect the other way, or a change in a side signal; inactive = no such curve, though single readings can be large or run the other way; the % refers to the polarisation; note: % is set by controls: 0 for no effect and ±100 for the full control effect
# Target sequence (Q13526 whole entry, looked up): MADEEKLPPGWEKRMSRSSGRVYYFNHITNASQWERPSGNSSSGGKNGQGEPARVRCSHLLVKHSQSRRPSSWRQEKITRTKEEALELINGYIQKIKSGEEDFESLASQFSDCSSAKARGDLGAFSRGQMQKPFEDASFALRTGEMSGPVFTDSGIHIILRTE
# PGK inhibitor: T. brucei PGK inhibition; P07378; PGK/GAPDH coupled, Kinase-Glo luminescence, 60 min; Potency, µM (doses to about 57.5 µM), for inactives: top-dose activity change, negative = inhibition, most hits filed as inhibitors; 0.043% of 380,000 active; AID 602233; note: % is set by controls: 0 for no effect and ±100 for the full control effect; nearly all actives have a fitted effect of over 60% in size
#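 Luminescent ATP detection (Kinase-Glo Plus) follows a 60-minute room-temperature incubation, with wells lacking PGK as controls. Buffer: 100 mM TEA (pH 7.6), 5 mM MgCl2, 0.01% Tween-20. Coupling enzyme GAPDH (100 nM final) supplies unstable 1,3-BPG in-well.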
# BAZ2B block: blocks human BAZ2B. Q9UIF8. AlphaScreen BAZ2B-H3K14Ac peptide displacement. Potency, µM (series often up to 114 µM), for inactives: top-dose activity change, negative = inhibition, actives largely listed as inhibitors. 4.4% of 360,000 active. AID 504333; note: % is set by controls: 0 for no effect and ±100 for the full control effect; nearly all actives have a fitted effect of over 60% in size
#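 BAZ2B 50 nM plus b-H3(5-23)K14Ac 50 nM, PBS pH 7.4/0.01% Tween-20, 30 min RT; compound added (max 110 uM), 30 min RT; streptavidin donor/Ni-chelate acceptor beads 10 ug/mL final, 20 min dark; AlphaScreen read.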
# GLS inh: blocks human kidney-isoform glutaminase activity; GLS enzymatic activity, qHTS titration; Potency, µM (series often up to 45.5 µM), without a hit: top-dose activity change, negative = inhibition, most hits filed as inhibitors; 0.21% of 410,000 active; AID 624170; note: % is set by controls: 0 for no effect and ±100 for the full control effect
# Target sequence (O94925 whole entry, looked up, canonical isoform): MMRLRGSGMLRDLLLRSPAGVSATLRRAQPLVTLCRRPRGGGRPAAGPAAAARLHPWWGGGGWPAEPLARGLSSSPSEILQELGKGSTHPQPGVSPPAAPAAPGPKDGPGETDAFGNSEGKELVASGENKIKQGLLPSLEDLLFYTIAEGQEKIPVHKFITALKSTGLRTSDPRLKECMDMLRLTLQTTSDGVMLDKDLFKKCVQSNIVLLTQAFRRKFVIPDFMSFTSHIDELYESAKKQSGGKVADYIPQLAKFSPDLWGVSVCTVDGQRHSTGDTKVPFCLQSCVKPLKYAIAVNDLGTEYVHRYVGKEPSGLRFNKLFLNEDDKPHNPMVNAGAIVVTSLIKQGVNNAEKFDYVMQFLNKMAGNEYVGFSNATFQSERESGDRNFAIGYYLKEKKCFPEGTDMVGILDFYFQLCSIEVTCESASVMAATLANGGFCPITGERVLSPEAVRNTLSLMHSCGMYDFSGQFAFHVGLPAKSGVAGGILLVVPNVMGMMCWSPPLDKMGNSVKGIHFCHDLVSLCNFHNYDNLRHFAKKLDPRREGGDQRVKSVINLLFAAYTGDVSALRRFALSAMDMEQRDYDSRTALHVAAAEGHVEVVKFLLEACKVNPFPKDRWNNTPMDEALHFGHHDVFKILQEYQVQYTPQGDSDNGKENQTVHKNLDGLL
#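 Assay buffer: 45 mM KH2PO4 pH 8.2, 0.02% Tween-20. hKGA acts on L-glutamine (1 mM solution added); product glutamate is reported by an oxidase/peroxidase Amplex Red coupling, with fluorescence taken at baseline and 30 min.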
# POLI inh: inhibitors of human DNA polymerase iota; Q9UNA4; Pol iota fluorescent replication assay, 10 min; Potency, µM (top dose mostly 115 µM), for the others: at the highest dose activity, negative = inhibition, most hits filed as inhibitors; 1% of 390,000 active
#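 Fluorescent replication assay read twice, at 0 min and 10 min after adding 50 nM (final) substrate. Enzyme (10 nM) and compounds were first incubated 15 min at room temperature; enzyme-free buffer wells were negative controls.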
# BLM helicase inh: blocks DNA unwinding by human BLM helicase. P54132. recombinant BLM DNA unwinding, fluorescence dequenching. Potency, µM (top dose mostly 56.1 µM), without a hit: at the highest dose activity change, negative = inhibition, usual class: inhibitors. 0.2% of 350,000 active. AID 2528;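 note: plate controls were vehicle for no effect and no enzyme for full effect; nearly all actives have a fitted effect of over 35% in size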
# G9a block: inhibitors of human histone lysine methyltransferase G9a; G9a H3K9 monomethylation, AlphaScreen, 2 h; Q96KQ7; 8.8% of 350,000 active; Potency, µM (titrated, usually from 102 µM), for the others: at the top dose activity, negative = inhibition, actives largely listed as inhibitors; AID 504332; note: % is set by controls: 0 for no effect and ±100 for the full control effect; nearly all actives have a fitted effect of over 75% in size
# Target sequence (Q96KQ7 913-1193 limits assumed): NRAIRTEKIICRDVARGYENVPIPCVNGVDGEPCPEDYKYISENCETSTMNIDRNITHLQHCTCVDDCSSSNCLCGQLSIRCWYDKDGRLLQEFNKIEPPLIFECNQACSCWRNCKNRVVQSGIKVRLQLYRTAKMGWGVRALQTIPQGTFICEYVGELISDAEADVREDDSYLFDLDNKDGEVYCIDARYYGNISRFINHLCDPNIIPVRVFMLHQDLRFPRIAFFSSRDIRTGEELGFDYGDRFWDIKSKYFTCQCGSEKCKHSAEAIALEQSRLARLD
#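 G9a (20 nM) was preincubated 15 min with compound, then reacted 2 h at room temperature with 500 nM biotin-H3K9 peptide and 20 µM SAM. Monomethyl-H3K9 detected by AlphaScreen using anti-H3K9me1 antibody.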
# JMJD2A Tudor inh: blocks the human JMJD2A Tudor domain. O75164. AID 504339. Potency, µM (doses to about 114 µM), for inactives: at the highest dose activity change, negative = inhibition, hits mostly inhibitors. 4.4% of 390,000 active. AlphaScreen JMJD2A-Tudor / H3K4me3 peptide binding; note: % is set by controls: 0 for no effect and ±100 for the full control effect; nearly all actives have a fitted effect of over 50% in size
# HP1b chromo inh: blocks HP1-beta chromodomain binding to methylated histone tails. P83916. AlphaScreen HP1-beta / biotin-H3K9me3 peptide binding. Potency, µM (titrated, usually from 114 µM), for the others: at the highest dose activity change, negative = inhibition, hits mostly inhibitors. 0.56% of 390,000 active. AID 540317; note: nearly all actives have a fitted effect of over 70% in size; inactives centre near 23
#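 Compound inhibition of the preformed complex between 50 nM HP1-beta and 50 nM biotinylated H3K9me3 peptide was read by AlphaScreen. Buffer was PBS pH 7.4 with 0.01% Tween-20. Incubations ran 30 min at room temperature, with 10 ug/mL donor/acceptor beads.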
# Active calls of the source: *; i = inactive; ? = inconclusive; nt = no result given; & = joins results of further samples; [ ] = another dose, or the depositor's remark. Unless noted, calls come from the whole dose curve; as a rule, active = well fitted curve in the direction sought with a large enough effect; inconclusive = small, poorly fitted or top-dose-only effect, or another doubt; inactive = no such curve, though single readings can be large; an effect the other way counts as inactive or inconclusive. Potency is the fitted concentration of half-maximal effect. A portion of the library (hit frequency here may not be typical).
SMILES,Pin1 inhibitor,PGK inhibitor,BAZ2B block,GLS inh,POLI inh,BLM helicase inh,G9a block,JMJD2A Tudor inh,HP1b chromo inh
CNC[C@@H]1Oc2c(NC(=O)Nc3ccccc3)cccc2C(=O)N([C@@H](C)CO)C[C@H]1C,-6%,0%,nt,1%,23%,nt,nt,-3%,61%
COc1ccc(CCNC(=O)CCN2C(=O)COc3ccc(C)cc32)cc1OC,17%,-5%,3%,-10%,10%,-2%,5%[0.0925 µM],-9%,39%[activator]
O=C(O)C1Cc2ccccc2CN1C(=O)c1ccccc1Cl (stereo not given),-6%,8%,2%,13%,5%,-6%,-29%[59 µM],1%,24%
COc1cc(C)ccc1OCCOc1c(C)cc(Cl)cc1Cl,16%,3%,101%[activator],-2%,13%,-2%,41%[59 µM],71%[activator],202%[activator]
COC(=O)C1=NN(C(=O)c2ccc(Br)cc2)C(O)(C(C)(C)C)C1 (stereo not given),1%,i,-15%,-9%,118%[activator],0%,12%,-8%,40%[activator]
CCOc1ccccc1NC(=O)CN(c1ccc(OC)cc1OC)S(=O)(=O)c1ccccc1[N+](=O)[O-],-3%,-6%,-10%,3%,37%[activator],-19%,nt,-30%,-9%
O=C(O)c1cccc(S(=O)(=O)Nc2ccc(O)cc2Sc2nc3ccccc3s2)c1,?,-8%,-7%,14µM*,-6%,-2%,7.9µM*,-7%[57.1 µM],27%
Cn1cc(CNC(=O)c2ccc3nc(Cc4ccccc4F)oc3c2)cn1,-2%,-2%,-5%,1%,21%,0%,15%,3%,46%[activator]
Oc1c(Br)cc(Br)cc1CNc1cnc2ccccc2c1,-2%,0%,?,10%,31%[activator],-21%,nt,?,5%
COc1cc(C2C(C(=O)c3cccs3)=C(O)C(=O)N2c2cc(C)on2)ccc1O (stereo not given),1%,-8%,?,46%[activator],0%,-3%,50µM*,?,18%
CC(C)(C)Nc1nc(N)nc(Cl)n1,-9%,-1%,1%,0%,8%,3%,nt,-11%,-5%
CCOc1ccccc1CNC(=O)Cc1ccc(NC(=O)N2CCCCc3ccccc32)cc1,31%[activator],i,-16%,3%,-6%,1%,-3%[59 µM],-20%,66%[activator]
Cc1c(C(=O)O)sc2ncnc(N3CCCCC3C)c12 (stereo not given),0%,-1%,9%,12%,-21%[58.9 µM],-1%,0%[12.7 µM],-2%,25%
O=C(NNC(=O)C1CCN(S(=O)(=O)c2ccc(Cl)cc2)CC1)c1ccc(Cl)cc1,?,-4%,-6%,5%,11%,-1%,1%,-10%,8%
CCc1nc(CNC(=O)C2CCC(=O)N(CCc3ccc(OC)cc3)C2)cs1 (stereo not given),-16%,10%,2%,20%,24%,0%,34%[activator],-10%,17%

# Three consecutive compounds from above, quoted:
SMILES,Pin1 inhibitor,PGK inhibitor,BAZ2B block,GLS inh,POLI inh,BLM helicase inh,G9a block,JMJD2A Tudor inh,HP1b chromo inh
CNC[C@@H]1Oc2c(NC(=O)Nc3ccccc3)cccc2C(=O)N([C@@H](C)CO)C[C@H]1C,-6%,0%,nt,1%,23%,nt,nt,-3%,61%
COc1ccc(CCNC(=O)CCN2C(=O)COc3ccc(C)cc32)cc1OC,17%,-5%,3%,-10%,10%,-2%,5%[0.0925 µM],-9%,39%[activator]
O=C(O)C1Cc2ccccc2CN1C(=O)c1ccccc1Cl (stereo not given),-6%,8%,2%,13%,5%,-6%,-29%[59 µM],1%,24%

# (list continues)
SMILES,Pin1 inhibitor,PGK inhibitor,BAZ2B block,GLS inh,POLI inh,BLM helicase inh,G9a block,JMJD2A Tudor inh,HP1b chromo inh
C=CCNC(=O)c1cc(Cl)ccc1[N+](=O)[O-],-3%,-4%,3%,5%,6%,-5%,18%[59 µM],2%,21%
CCCCOC(=O)Cn1c(=O)oc2ccc(C)cc21,-6%,-8%,18%,-7%,7%,-1%,11%[59 µM],5%,51%[activator]
CCOc1ccc(C(=O)O)cn1,-1%,3%,-1%,-4%,53%[activator],1%,6%,-2%,35%
Cc1ccc(C)c(NC2=NS(=O)(=O)c3ccccc32)c1,-3%&-7%,nt,2%,2%,-12%,1%,8%[12.7 µM],-2%&-8%,13%
COC(=O)c1ccc(-n2cncn2)c(F)c1,-1%,i,-1%,-19%,?,2%,9%,-12%,17%
COc1ccc(C(c2sc3nc(C)nn3c2O)N2CCC3(CC2)OCCO3)cc1 (stereo not given),-18%,0%,-1%,-2%,-5%,0%,-1%,5%,41%[activator]
COc1ccc(NC(=O)c2cc3c(COC(C)=O)cnc(C)c3oc2=Nc2cccc(C(=O)O)c2)c(OC)c1,?,-6%,-5%,10µM*,-23%,-5%,-18%,-21%,6%
COc1ccc(-c2nnn(CC(=O)N(CC(=O)NCCC(C)C)c3ccccc3)n2)cc1OC,-1%,0%,5%,-8%,14%,-6%,-8%[59 µM],-4%,33%
O=C(O)c1cc2nc(-c3ccccc3)cc(-c3ccccc3)n2n1,3%,i,?,3%,37%[activator],-13%,?,-15%,28%
COc1ccc(S(=O)(=O)N2CCC(C)CC2)cc1Br,-3%,-6%,30%,2%,-5%,-6%,2%[59 µM],34%,125%[activator]
COc1ccccc1NS(=O)(=O)c1cc(NC(=O)CNC(=O)c2cc(C)cc(C)c2)ccc1C,9%,6%,-36%,13%,2%,-6%,-30%[59 µM],-14%,-4%
Cc1ccc(NC(=O)NCc2ccccn2)cc1Cl,-10%,-1%,-1%,1%,6%,-2%,80%[activator],-6%,34%
CCOc1ccccc1CNc1nc2nc(C)cc(C)n2n1,9%,1%,-15%,-9%,-8%,2%,-26%[59 µM],-23%,19%
C/C(=N\NC(=O)CN1CCCCC1)c1ccccc1O,-5%,2%,1%,23%,36%[activator],2%,-51%,7%,48%[activator]
CCOc1ccc(NC(=O)CCN2C(=O)c3cccc([N+](=O)[O-])c3C2=O)cc1,-2%,i,-35%,-5%,14%,-3%,nt,-12%,16%
O=C1c2cccnc2C(O)N1Cc1ccc(F)cc1 (stereo not given),2%,-8%,11%,6%,-27%[58.9 µM],8%,-38%[59 µM],-11%,11%
CC1CCCN(C(=O)c2cc3c(=O)n4ccccc4nc3s2)C1 (stereo not given),-4%,5%,14%,4%,40%[activator],-4%,59%[activator],8%,12%
C=CCNC(=S)N1CCN(CCNC2=CC(=O)CC(C)(C)C2)CC1,-4%,4%,4%,-11%,125%[activator],-2%,nt,-2%,37%
COc1ccccc1NC(=O)Cn1cnc2c(nnn2-c2ccc(C)cc2)c1=O,18%,-10%,-24%,6%,23%,-4%,-3%,-8%,20%
O=C(Cc1ccccc1)Nc1ccc(-c2nnc(-c3ccco3)o2)cc1,23%,-10%,-1%,1%,-12%,-17%,10%[59 µM],-13%,23%
O=C(CCN1C(=O)/C(=C/c2ccc(F)cc2)SC1=S)N[C@@H](CO)Cc1ccccc1,?,-9%,-23%,-1%,11%,-1%,7%,8%,35%
c1ccc(-c2nccc(-c3ccc4c(c3)OCO4)n2)cc1,-3%,i,66%[activator],-12%,5%,-3%,179%[activator],84%[activator],160%[activator]
CCCN1C2CCCC1CC(NC(=O)c1cccc([N+](=O)[O-])c1)C2 (stereo not given),-2%,1%,2%,2%,132%[activator],-6%,-5%,-6%,7%
CCOc1ccc(N(CC(=O)Nc2ccc(C)cc2)S(C)(=O)=O)cc1,-8%,0%,?,-18%,109%[activator],-3%,nt,-4%,21%
CCOC(=O)c1cc2c(ccn2C)n1Cc1ccc(Cl)cc1,-4%,-2%,50µM*,6%,?,-7%,50µM*,56µM*,-22%
C/C(=N\NC(=O)C(=O)Nc1c(C)n(C)n(-c2ccccc2)c1=O)c1ccncc1,-7%,-6%,-3%,13%,94%[activator],2%,nt,6%,39%[activator]
O=C(Nc1ccc(NC(=O)c2cccs2)cc1)c1cccnc1,5%,i,-14%,3%,6%,-3%,6%,-3%,46%[activator]
CC(C)(C)C(=O)Nc1c2c(nc3c1CCC3)CCCC2,-2%,4%,-25%,1%,17%,-5%,?,-10%,14%
COc1ccc2c(c1)CC(C(=O)NCc1ccc(F)cc1)CO2 (stereo not given),1%,3%,3%,5%,2%,-1%,-1%[59 µM],-1%,18%[57 µM]
CCN(CC)Cc1nc2c(c(=O)[nH]1)C(CC)(CC)Cc1ccccc1-2,1%,-8%,?,0%,13%,-1%,nt,-11%,32%
Cc1ccc(-c2nnc(Nc3ccc(Cl)cc3)c3ccccc23)cc1S(=O)(=O)NCC1CCCO1 (stereo not given),1%,i,-2%,14%,34%[activator],-7%,-13%[59 µM],-9%,46%[activator]
O=C(NC1CCN(C(=S)NCCc2ccccc2)CC1)C1CC1,-5%,8%,?,0%,12%,-6%,10µM*,-5%,70%[activator]
O=C1C(=O)C(c2ccc(O)cc2O)Oc2cc(O)cc(O)c21 (stereo not given),-16%,nt,nt,nt,10µM*,nt,nt,14µM*,?
COc1cccc(N2CCN(S(=O)(=O)c3ccc4c(c3)oc(=O)n4C)CC2)c1,1%,i,-15%,-3%,-8%,-4%,9%,-25%,22%
C=CCOCCN(C)C1=NS(=O)(=O)c2ccccc21,2%,-6%,-14%,-10%,33%[activator],3%,-31%,-10%,12%
CCc1nnc(NC(=O)c2cc(S(=O)(=O)N(CC)CC)ccc2Cl)s1,-9%,11%,-7%,10%,-6%[58.9 µM],-14%,-26%[59 µM],-6%,7%
CN(C(=O)c1cc(-c2ccc3c(c2)OCO3)on1)c1ccccc1,-10%,i,1%,5%,35%[activator],-3%,-10%,-14%,-3%
CCOc1cc(C)nc(N2CCC(C(=O)NCC3CCCO3)CC2)n1 (stereo not given),0%,-1%,nt,8%,46%[activator],nt,nt,-3%,22%[57 µM]
COc1ccccc1CNC(=O)CCC1N=C2c3ccccc3N=C(SCC(=O)NCCc3ccccc3)N2C1=O (stereo not given),12%,-3%,21%,14%,19%,2%,-2%[59 µM],-32%,57%[activator]
Clc1ccc(CO/N=C/c2cccs2)cc1,2%,-7%,4%,-15%,27%,-3%,nt,12%,38%
COc1ccccc1NS(=O)(=O)c1ccc(/C=C/C(=O)N2CCN(C(C)=O)CC2)cc1,-5%,3%,2%,10%,-10%,nt,30%[activator][12.7 µM],-12%,40%[activator]
